High-throughput results deposited in PubChem BioAssay by several laboratories.
S1P1 ag-PAM: activates or potentiates agonism at human S1P1 receptor. AID 449. S1P1 CRE-bla cells, forskolin, beta-lactamase FRET, potentiator mode; S1P1 agonist co-added at EC20, 2 nM; 100% = saturating reference agonist, 0% = basal. activation, % at 9.5 µM. actives 0.57% (n = 56,000). P21453;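 active means activation above a cutoff set at the mean activation of all tested compounds plus 3 SD, cut at about 54% in these data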;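 further: forskolin at 4 µM as EC80 and the EC20 agonist is SEW2871; 100% = SEW2871 at its EC100 plus forskolin at EC80; some compounds past the cut are filed as inactive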
5HT1E ag: agonists of human 5-HT1E serotonin receptor. P28566. activation, % at 6 µM. CHO 5-HT1E Ga15 NFAT-bla reporter, FRET; 0% DMSO wells, 100% control agonist wells. actives 0.69% (n = 65,000);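 active means activation above a set limit, the screen-wide mean activation plus 3 SD, cut at about 8.5% in these data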;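 further: 100% = positive control agonist at 1 µM giving full maximal response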
Target sequence (P28566 whole entry, looked up): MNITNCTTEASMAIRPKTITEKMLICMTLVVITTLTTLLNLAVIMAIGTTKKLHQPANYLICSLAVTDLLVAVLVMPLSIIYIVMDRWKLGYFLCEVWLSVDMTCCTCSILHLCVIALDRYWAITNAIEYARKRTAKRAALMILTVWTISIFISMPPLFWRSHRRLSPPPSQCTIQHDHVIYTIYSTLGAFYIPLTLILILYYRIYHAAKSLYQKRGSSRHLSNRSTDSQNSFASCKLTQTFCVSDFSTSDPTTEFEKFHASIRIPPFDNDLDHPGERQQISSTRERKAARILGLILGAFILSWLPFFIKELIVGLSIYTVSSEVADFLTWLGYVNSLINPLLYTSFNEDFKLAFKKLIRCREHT
S1P3 agonist: agonists of human S1P3 receptor; actives 0.1% (n = 60,000); activation, % at 4.5 µM; Q99500; S1P3 NFAT-BLA reporter cells, agonism, FRET ratio; relative to 1 µM S1P, basal subtracted;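 active means activation above the screen-wide mean plus 3 SD, cut at about 4.5% in these data, passing the limit was not always enough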; further: some compounds called inactive have numbers as strong as hits
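Benchmarks: high control 1 µM S1P / System: stable CHO line with human S1P3, Gα16, NFAT-BLA reporter / Dosing: single compound concentration, 4.5 µM final / Timing: 4 h compound at 37 °C, 2 h substrate at RT / Measured by: FRET β-lactamase substrate fluorescence, excitation 405 nm, 460/535 nm emission ratio, background-subtracted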
M1 antagonist: antagonists of rat M1 muscarinic receptor; CHO-M1 cells, Fluo-4 calcium, ACh EC80 antagonist mode; stronger effect = lower value; B-score at 10 µM; actives 3.4% (n = 64,000); AID 628;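 active means calcium fluorescence response, raw or row-and-column corrected B-score, differing from the plate sample mean either way at a set confidence level, mostly lower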
Target sequence (P08482 whole entry, looked up): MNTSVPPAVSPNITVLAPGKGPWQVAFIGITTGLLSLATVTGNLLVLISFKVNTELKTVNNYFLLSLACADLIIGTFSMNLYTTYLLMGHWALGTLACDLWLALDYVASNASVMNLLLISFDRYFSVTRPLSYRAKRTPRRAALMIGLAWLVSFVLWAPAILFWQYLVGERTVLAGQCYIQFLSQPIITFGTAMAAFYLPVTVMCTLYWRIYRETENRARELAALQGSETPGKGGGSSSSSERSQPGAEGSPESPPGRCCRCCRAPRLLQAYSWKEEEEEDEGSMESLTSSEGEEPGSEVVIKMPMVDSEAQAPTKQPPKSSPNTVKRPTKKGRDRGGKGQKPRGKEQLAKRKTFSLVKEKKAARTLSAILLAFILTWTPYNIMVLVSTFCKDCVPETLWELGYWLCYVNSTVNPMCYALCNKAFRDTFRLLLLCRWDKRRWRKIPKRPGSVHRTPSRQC
5HT1a ag: 5-HT1a (human) receptor agonism. actives 0.56% (n = 65,000). AID 567. activation, % at 10 µM. CHO 5-HT1a Ga15 NFAT-bla reporter, FRET ratio; 0% basal, 100% maximal reference agonist;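 active means activation above the screen-wide mean activation plus 3 SD, cut at about 19% in these data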;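 further: 0% = DMSO wells and 100% = 5-CT at EC100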
Jurkat viability: reduces viability or proliferation of Jurkat cells | Jurkat E6.1 viability, ATP luminescence, 48 h | inhibition, % at 4 µM | actives 1.2% (n = 56,000) | AID 463;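 active means inhibition above the mean inhibition of all tested compounds plus 3 SD, cut at about 28% in these data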
5-HT1A blocker: antagonists of human 5-HT1a serotonin receptor. AID 612. actives 0.68% (n = 62,000). CHO 5-HT1a Ga15 NFAT-bla reporter, antagonist mode. inhibition, % at 10 µM;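 active means inhibition above the mean of all tested compounds plus 3 SD, cut at about 43% in these data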;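 further: receptor stimulated by 5-CT agonist at 100 nM near EC80; beta-lactamase reporter measured by ratiometric fluorescence of a cleavable substrate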
M1 ag: agonists of M1 muscarinic receptor. CHO-M1 cells, Fluo-4 calcium fluorescence, agonist mode; stronger effect = higher value. B-score at 10 µM. actives 3% (n = 64,000). AID 626;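 active means fluorescence rise, raw or as B-score row- and column-corrected plate score, outside the 99.7% band of its plate's samples, either direction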
HTR1E antagonist: blocks the human 5-HT1E serotonin receptor; AID 571; CHO 5-HT1E Ga15 NFAT-bla reporter, FRET, antagonist; actives 0.99% (n = 65,000); P28566; inhibition, % at 6 µM;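 active means inhibition above a set limit, the mean inhibition across every tested compound plus 3 SD, cut at about 29% in these data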;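 further: signal is the 460 over 535 nm emission ratio of beta-lactamase substrate; 0% = agonist plus DMSO wells and 100% = wells without agonist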
* = called active by the depositor; . = no result given.

SMILES	S1P1 ag-PAM	5HT1E ag	S1P3 agonist	M1 antagonist	5HT1a ag	Jurkat viability	5-HT1A blocker	M1 ag	HTR1E antagonist
Cn1c(=O)c2c(nc(SC3C(=O)CC(C)(C)CC3=O)n2C)n(C)c1=O	-8	-0.5	0.1	0.14	-2.7	-4	-7	-0.43	1
CCSc1nnc(NC(=O)c2cc(C)oc2C)s1	-14	1.3	0.3	-0.001	0.2	-8	-11	0.41	0
CCc1nc(N2CCCCC2)c2oc3ccccc3c2n1	-7	-0.1	-0.8	-0.15	4.7	-1	24	1.3	-2
Cc1cc(C(=O)CN2C(=O)NC(Cc3c[nH]c4ccccc34)C2=O)c(C)n1C (configuration not stated)	16	-0.6	0.7	0.38	-2.6	-2	-1	-0.14	-7
CCCCc1ccc(NC(=O)C2CCCO2)cc1 (configuration not stated)	-4	-0.9	-1.0	-0.41	0.1	4	-3	-0.25	-2
CCC1CCCN1Cn1cnc2c([nH]c3ccc(OC)cc32)c1=O (configuration not stated)	-46	-0.5	0.4	-0.63	-4.9	-2	-6	-0.0082	-14
O=C(CN1CCN(c2ccccc2)CC1)Nc1cccc(C(F)(F)F)c1	-4	-1.8	-1.0	0.38	-1.1	3	-2	-0.02	-2
CCOc1cc(-c2c(C)c(C)nc(N)c2C#N)ccc1O	2	-0.1	-1.0	-0.04	0.0	4	10	-0.27	18
Cc1nc2c(C(=O)N3CCN(c4ccccn4)CC3)cnn2c(C)c1Cc1cccc(Cl)c1	20	0.6	-1.0	-2.3*	-0.5	2	13	2.2	-8
COc1cccc(C(c2sc3nc(C)nn3c2O)N2CCc3ccccc3C2)c1 (configuration not stated)	8	-0.5	-1.0	-0.38	0.2	-4	3	-0.0022	-3
c1ccc(-c2oc3ncnc(NCCN4CCOCC4)c3c2-c2ccccc2)cc1	-9	0.2	-1.0	0.052	0.6	6	9	0.78	24
O=C(O)CCc1nc2ccccc2n(CCc2ccccc2)c1=O	-1	0.2	-0.3	0.8	-2.6	3	-18	1.4	5
CCCOc1ccc(C2C(C(=O)c3ccc(C)o3)=C(O)C(=O)N2Cc2cccnc2)cc1 (configuration not stated)	.	-0.4	-0.2	0.017	-1.8	5	-3	0.019	-1
Cn1nc(CC(=O)Nc2ncc(Br)s2)c2ccccc2c1=O	.	-0.5	.	0.1	-1.7	.	10	-0.78	0
COc1cccc(NC(=O)COc2ccc(N3CC(C(=O)NCC(C)C)CC3=O)cc2)c1 (configuration not stated)	-7	-1.0	-1.3	0.094	1.4	0	-3	0.014	2

Single entries from the list:
For M1 ag, `COc1cccc(C(c2sc3nc(C)nn3c2O)N2CCc3ccccc3C2)c1` (configuration not stated) has -0.0022
For S1P3 agonist, `CCOc1cc(-c2c(C)c(C)nc(N)c2C#N)ccc1O` has -1.0

Other entries.
SMILES	S1P1 ag-PAM	5HT1E ag	S1P3 agonist	M1 antagonist	5HT1a ag	Jurkat viability	5-HT1A blocker	M1 ag	HTR1E antagonist
Cn1c(=O)c2c(nc(Oc3ccc4c(c3)OCO4)n2Cc2ccc(F)cc2)n(C)c1=O	-3	-1.0	-2.9	0.33	3.6	.	.	0.48	5
CN(Cc1ccccc1)c1nc2c(c(=O)n(C)c(=O)n2C)n1CCSc1ncccn1	-25	1.2	0.0	0.91	-0.2	0	11	1.1	-2
CCc1nc(Nc2ccc(N3CCN(C(C)=O)CC3)cc2)c2oc3ccccc3c2n1	-35	-0.1	0.1	-1.1	4.1	7	1	1.2	34*
Cc1ccc(CCSCC(=O)O)cn1	-8	-1.2	-1.9	0.42	-0.3	0	4	-0.18	-6
CCOc1ccc(CNC(=O)C2CCN(S(=O)(=O)N3CCCC3)CC2)cc1OC	-15	1.2	-0.7	0.37	-1.0	1	-23	0.24	-5
COC(=O)c1ccccc1OCc1cccc(C)n1	-12	-0.3	-3.5	1.2	-2.2	.	.	0.81	8
CC(C)C(NCc1c(Cl)cccc1Cl)C(=O)O (configuration not stated)	.	-1.0	.	-0.24	-5.2	.	-2	-0.045	4
CCOCC(=O)Nc1ccccc1C(=O)OCC	1	0.4	-0.4	0.38	-1.6	-13	2	0.37	10
COc1cc2c(cc1OC)CN(CC(=O)NC(=O)NCc1ccco1)CC2	-2	0.6	1.2	-0.012	-1.4	3	-5	-0.26	8
CC1=C(C(=O)Nc2ccccc2)C(c2ccncc2)C(C#N)=C(SCC(=O)NC2CC2)N1 (configuration not stated)	-4	-0.5	-0.6	0.00068	-0.6	8	0	0.18	13
Cc1sc2nc(SCC(=O)OC(C)C)n(C)c(=O)c2c1C	.	1.3	.	-0.085	3.9	.	-15	0.42	-8
CCOC(=O)N1CCN(C(=O)c2ccc3nc4cc(Cl)ccc4c(=O)n3c2)CC1	.	0.3	.	0.7	1.4	.	-29	-0.57	6
Cc1ccc2nsnc2c1S(=O)(=O)N1CCN(CCc2ccccc2)CC1	22	0.2	-0.4	0	-0.7	3	-26	-0.3	-3
CC(C)Cn1c(SCC(=O)NC(=O)NC2CCCC2)nc2ccccc21	4	0.2	-0.5	-0.29	-0.2	5	3	0.61	0
C=C1CC(C)OC(c2ccccc2OCC(O)CN2CCCCC2)C1 (configuration not stated)	6	-0.7	-0.8	-0.00054	-2.0	1	8	-0.018	-15

2 compounds from above with just S1P3 agonist and HTR1E antagonist.
Structure | S1P3 agonist | HTR1E antagonist
Cn1c(=O)c2c(nc(Oc3ccc4c(c3)OCO4)n2Cc2ccc(F)cc2)n(C)c1=O | -2.9 | 5
CN(Cc1ccccc1)c1nc2c(c(=O)n(C)c(=O)n2C)n1CCSc1ncccn1 | 0.0 | -2

The results go on.
SMILES	S1P1 ag-PAM	5HT1E ag	S1P3 agonist	M1 antagonist	5HT1a ag	Jurkat viability	5-HT1A blocker	M1 ag	HTR1E antagonist
COc1ccc(Cl)cc1N=Cc1c(O)cc(C)oc1=O	-23	0.3	-2.5	-0.8	-3.0	.	.	-0.073	6
COCCCNC(=O)C1CCCN(C(=O)Nc2ccc(OC)cc2)C1 (configuration not stated)	0	-0.7	0.5	-0.59	-3.6	-4	9	-1.2	-3
N#Cc1c2c(c(-c3ccccc3)[nH]c1=O)CCCC2	-29	-0.2	-1.6	-0.034	1.7	.	.	-1.8	4
CC1CCCCN1C(=O)Cn1cc(C(=O)c2ccco2)c2ccccc21 (configuration not stated)	1	0.9	-0.5	0.03	-0.4	11	20	1.1	2
CSc1nnc2c(n1)OC(c1ccsc1)N(C(C)=O)c1ccccc1-2 (configuration not stated)	.	1.1	.	-8.5*	0.1	.	-19	-0.014	-3
O=C(CC1NCCNC1=O)OCCCc1ccccc1 (configuration not stated)	-21	0.1	0.4	-0.7	-4.6	3	1	-0.13	0
COc1ccc(-n2nnc3c(SCc4ccccc4)ncnc32)cc1	27	-0.6	-1.5	-0.36	-2.5	8	18	2.8*	12
CC(C)C12CCC(C(=O)O)C(C1)C(=O)O2 (configuration not stated)	-25	0.1	-0.7	-0.061	0.5	6	-9	0.61	-1
O=C(Nc1ccc2c(c1)OCO2)C1CCN(c2ccc(S(=O)(=O)N3CCOCC3)cc2)CC1	.	-1.8	.	0.33	1.6	.	-2	-0.14	13
COc1ccc(OCc2nnc3n2N=C(c2ccc(Br)cc2)CS3)cc1	-21	0.0	-0.3	0.38	1.9	-3	12	-1.1	-3
COc1ccc(CCNC(=O)CSc2ncnc3c2oc2ccccc23)cc1OC	-14	1.1	-0.5	-0.16	-1.6	-1	-8	-0.27	-2
CCOc1cc(C(=O)OCC(=O)NCc2ccco2)cc(OCC)c1OCC	1	-0.5	-0.2	-0.87	-1.4	-1	4	0.16	1
CCOc1ccccc1NC(=O)CCS(=O)(=O)c1cccc2nonc12	.	-0.1	.	-0.087	-2.4	.	-7	-0.26	-5
CSCCC(NC(=O)c1c(C)oc2c1CCCC2)C(=O)O (configuration not stated)	-21	-0.6	-0.2	0.77	-1.6	-8	6	-0.082	-1
CSc1nnc(-c2cc3ccccc3cc2O)n1C	.	-0.4	.	-0.55	-1.1	.	8	-1.3	15

Three entries already listed, arranged by the number in 5HT1a ag, falling:
| Structure | 5HT1a ag |
| --- | --- |
| CSc1nnc2c(n1)OC(c1ccsc1)N(C(C)=O)c1ccccc1-2 (configuration not stated) | 0.1 |
| CC1CCCCN1C(=O)Cn1cc(C(=O)c2ccco2)c2ccccc21 (configuration not stated) | -0.4 |
| COc1ccc(CCNC(=O)CSc2ncnc3c2oc2ccccc23)cc1OC | -1.6 |

By substructure, those above with bromine (2)
SMILES	S1P1 ag-PAM	5HT1E ag	S1P3 agonist	M1 antagonist	5HT1a ag	Jurkat viability	5-HT1A blocker	M1 ag	HTR1E antagonist
Cn1nc(CC(=O)Nc2ncc(Br)s2)c2ccccc2c1=O	.	-0.5	.	0.1	-1.7	.	10	-0.78	0
COc1ccc(OCc2nnc3n2N=C(c2ccc(Br)cc2)CS3)cc1	-21	0.0	-0.3	0.38	1.9	-3	12	-1.1	-3

Later entries:
SMILES	S1P1 ag-PAM	5HT1E ag	S1P3 agonist	M1 antagonist	5HT1a ag	Jurkat viability	5-HT1A blocker	M1 ag	HTR1E antagonist
NC(=O)CSC1=Nc2ccccc2C2=NC(CC(=O)NCc3cccs3)C(=O)N12 (configuration not stated)	-3	-0.2	0.0	-0.082	-0.9	-2	-34	-0.92	-8
N#Cc1nc(Cc2ccccc2)oc1NCc1ccccc1Cl	.	0.6	-1.0	-1.6	-0.9	2	16	0.21	10
O=C(O)CCCC(=O)NCCCc1ccccc1	4	0.7	-0.9	0.087	1.4	0	-11	-0.0046	4
COCc1cc(=O)n2[nH]c(C)nc2n1	14	-1.2	-0.8	.	-0.3	4	11	.	11
COc1ccccc1-c1nc(-c2ccc(Br)cc2)no1	78*	-0.4	-1.6	-0.2	-4.3	0	14	0.95	6
O=c1c2cnn(-c3ccccc3)c2ncn1Cc1ccccc1	.	0.1	-0.9	0.64	1.1	3	6	-0.59	9
Cc1noc(C)c1C(=O)NCCc1ccc(Cl)cc1	-8	-1.4	-0.9	0.59	-1.1	-2	-6	1.7	5
CCN1CCN(C(=O)c2ccccc2N(C)S(=O)(=O)c2ccc(C)cc2)CC1	18	-0.1	-0.7	-0.27	-5.0	5	11	0.59	-11
